# Rpn11 block: Rpn11 (PSMD14) deubiquitinase inhibitors, primary screen, biochemical, fluorescence polarization, uHTS; human 26S proteasome, Ub4-pepOG fluorescence polarization; 20S core pre-blocked with epoxomicin; 360,000 compounds, 0.59% hits; AID 588493, 2011; 26S proteasome non-ATPase regulatory subunit 14 (Homo sapiens), O00487; calls only at 20 µM;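 active = inhibition at 20 µM, scaled to each plate's controls, above about 33%, limit read from the data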
# Target sequence (O00487 whole entry, looked up): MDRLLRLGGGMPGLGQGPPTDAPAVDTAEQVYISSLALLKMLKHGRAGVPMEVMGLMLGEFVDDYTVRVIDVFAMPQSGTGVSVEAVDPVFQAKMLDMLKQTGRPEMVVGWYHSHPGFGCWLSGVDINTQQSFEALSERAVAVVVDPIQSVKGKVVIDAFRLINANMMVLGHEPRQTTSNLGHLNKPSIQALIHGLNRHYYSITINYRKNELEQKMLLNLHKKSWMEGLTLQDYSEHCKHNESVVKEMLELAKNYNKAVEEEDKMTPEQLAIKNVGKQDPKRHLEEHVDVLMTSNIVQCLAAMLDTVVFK
# Scp1 inh: Scp-1 phosphatase inhibitors, primary screen, biochemical, colorimetric, uHTS | inhibition, % at 20 µM | AID 493091, 2011 | 340,000 compounds, 0.88% hits | Carboxy-terminal domain RNA polymerase II polypeptide A small phosphatase 1 (Homo … | Recombinant Scp1, phosphopeptide, malachite green phosphate absorbance;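 active = inhibition above about 50% at 20 µM, limit read from the data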;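 also: plate controls were DMSO wells with enzyme for no effect and wells lacking enzyme for full effect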
#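 Times: enzyme reaction 45 min at room temperature, colour 5 min, stabilisation 30 min. Material: SCP-1 catalytic fragment, aa 76-261. Medium: Acidic Tris acetate buffer with magnesium and detergent. Signal: colorimetric free-phosphate detection, absorbance 630 nm. Read-out basis: % inhibition of SCP-1 phosphate liberation. Reagent: Phosphorylated 17-residue peptide substrate.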
# SUMO1-SIM PPI: modulators of SUMO1 protein-protein interactions, primary screen, biochemical, uHTS. Small ubiquitin-related modifier 1 (Homo sapiens), P63165. SUMO1 binding to a labelled peptide, TR-FRET, 1 h. inhibition, % at 20 µM. 360,000 compounds, 0.33% hits. AID 602429, 2012; in the data active = inhibition above about 37%
# NadD inh: inhibitors of S. aureus NadD, primary screen, biochemical, colorimetric, uHTS; purified NadD enzyme, colorimetric absorbance read-out; inhibition, % at 20 µM; 360,000 compounds, 0.78% hits; AID 602399, 2012; in the data active = inhibition above about 26%; also: some compounds past the cut are filed as inactive
# LMPTP inh: LMPTP phosphatase inhibitors, primary screen, biochemical, fluorescence intensity, uHTS; recombinant LMPTP-A, OMFP fluorogenic substrate; inhibition, % at 20 µM; 360,000 compounds, 0.22% hits; AID 651560, 2012;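 active = compounds that cut the enzyme signal by at least half of the control window in the single-dose screen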;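 also: plate controls were DMSO wells with enzyme plus substrate for no effect and substrate without enzyme for full effect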
# Target sequence (P24666 whole entry, looked up): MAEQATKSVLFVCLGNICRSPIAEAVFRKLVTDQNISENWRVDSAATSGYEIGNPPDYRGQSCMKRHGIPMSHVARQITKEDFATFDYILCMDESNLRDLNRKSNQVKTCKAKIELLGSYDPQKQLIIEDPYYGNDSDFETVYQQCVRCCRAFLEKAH
#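 Material: LMPTP-A; amount: 0.625 nM enzyme; doses: single 20 µM dose; times: reaction 50 min, room temperature, dark; technique: fluorescence intensity of OMFP turnover product; benchmarks: no-enzyme and uninhibited controls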
# TbMetRS inhib: T. brucei MetRS inhibitors, primary screen, biochemical, luminescence; methionyl-tRNA synthetase (Trypanosoma brucei brucei); purified T. brucei MetRS, ATP depletion, Kinase-Glo luminescence; inhibition, % at 11.9 µM; 360,000 compounds, 0.4% hits; AID 624268, 2012;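 active = inhibition above a per-plate cutoff of the control wells' mean inhibition plus 3 SD, cut at about 5.5% in these data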;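 also: 0% = DMSO wells median and 100% = median of wells with control inhibitor compound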
#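 Material – parasite MetRS enzyme · Medium – HEPES-MgCl2-KCl buffer plus DTT, spermine, BSA, pyrophosphatase · Reagent – ATP, methionine and E. coli bulk tRNA substrates · Times – 15 min enzyme-compound preincubation, 2 h reaction, 10 min detection, 25 °C · Measured by – luminescence of leftover ATP · Evaluation – percent inhibition relative to median high and low control wells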
# PABP1 MLLE inh: inhibitors of PABP1 MLLE–PAM2 peptide binding, primary screen, biochemical, fluorescence polarization, FITC-PAM2, GST-MLLE; AID 588489, 2011; Polyadenylate-binding protein 1 (Homo sapiens), P11940; 360,000 compounds, 0.36% hits; inhibition, % at 20 µM; in the data active = inhibition above about 35%, passing the limit was not always enough;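 also: plate controls were DMSO wells with GST-MLLE for no effect and wells lacking GST-MLLE protein for full effect; some results filed as inactive read as strong as hits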
# STEP block: STEP phosphatase inhibitors, primary screen, biochemical, fluorescence intensity, uHTS | Tyrosine-protein phosphatase non-receptor type 5 (Homo sapiens), P54829 | recombinant STEP, OMFP fluorogenic substrate | inhibition, % at 20 µM | 360,000 compounds, 0.25% hits;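 active = inhibition at 20 µM, scaled per plate between control wells, above about 37%, limit read from the data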;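 also: 0% = DMSO with enzyme and substrate and 100% = substrate only without enzyme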
# Target sequence (P54829 whole entry, looked up): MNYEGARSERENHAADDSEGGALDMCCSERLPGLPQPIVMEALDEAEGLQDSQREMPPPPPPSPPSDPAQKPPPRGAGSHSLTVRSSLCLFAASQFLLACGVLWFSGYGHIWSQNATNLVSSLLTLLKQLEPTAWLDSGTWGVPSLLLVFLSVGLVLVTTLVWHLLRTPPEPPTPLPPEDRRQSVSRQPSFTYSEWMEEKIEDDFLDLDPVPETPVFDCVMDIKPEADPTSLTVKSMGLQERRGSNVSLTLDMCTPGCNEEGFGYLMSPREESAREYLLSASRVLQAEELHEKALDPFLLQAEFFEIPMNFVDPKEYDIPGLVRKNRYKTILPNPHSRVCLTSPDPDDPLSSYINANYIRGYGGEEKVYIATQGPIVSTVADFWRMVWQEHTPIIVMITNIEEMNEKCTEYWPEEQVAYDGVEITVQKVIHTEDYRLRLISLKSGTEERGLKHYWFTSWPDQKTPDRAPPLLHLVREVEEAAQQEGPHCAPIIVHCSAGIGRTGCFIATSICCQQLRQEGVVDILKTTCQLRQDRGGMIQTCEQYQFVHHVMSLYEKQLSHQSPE
#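 Assay system: isolated STEP enzyme. Buffer or medium: pH 6.0 Bis-Tris with DTT and Tween 20. Also added: fluorogenic phosphatase substrate OMFP at 25 µM final. Dosing: 20 µM, 1% DMSO. Timing: 20 min reaction, room temperature, in the dark. Measured by: fluorescence intensity, excitation 480 nm, emission 540 nm. Evaluation: normalized % inhibition.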
# DNMT1 inh: human DNMT1 methyltransferase inhibitors, primary screen, biochemical, molecular beacon, fluorescence, HinP1I cleavage, uHTS. inhibition (reported as % activation of signal), % at 10 µM. 360,000 compounds, 0.83% hits. AID 588458, 2011; in the data active = inhibition above about 50%
# CSN deneddyl inh: inhibitors of CSN-mediated cullin deneddylation, primary screen, biochemical, fluorescence polarization, uHTS; COP9 signalosome complex subunit 5 (Homo sapiens), Q92905; 360,000 compounds, 0.38% hits; AID 651999, 2013; Purified CSN, SCF-Nedd8-OG deneddylation; inhibition, % at 12.5 µM;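 active = pattern-corrected inhibition above about 35%, with an unprinted fluorescence ratio check between 0.5 and 1.5, limit read from the data, passing the limit was not always enough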;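 also: 0% = enzyme with substrate and 100% = substrate without enzyme; some results filed as inactive read as strong as hits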
#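 Detection – fluorescence polarization · System – HEK293T-derived human Csn5 enzyme · Controls – substrate-only high control, full reaction low control · Timing – 90 min, room temperature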
# Active calls of the source: *; i = inactive; x = not tested or not shown.
SMILES,Rpn11 block,Scp1 inh,SUMO1-SIM PPI,NadD inh,LMPTP inh,TbMetRS inhib,PABP1 MLLE inh,STEP block,DNMT1 inh,CSN deneddyl inh
COc1ccccc1S(=O)(=O)Cc1ccc(C(=O)NCc2ccco2)o1,i,1,4,-5,-1.6,-0.9,9,-1,3,-4
Cc1ccc(S(=O)(=O)c2cc3c(=O)n4cccc(C)c4nc3n(CC3CCCO3)c2=N)cc1C (stereo not given),i,12,2,9,6.6,-0.3,1,2,19,4
COc1ccc(S(=O)(=O)Nc2cc(C(=O)NC(C)C)ccc2N2CCOCC2)cc1,i,-3,-2,12,-0.2,-1.6,10,-5,1,2
O=C(N/N=C\C=C\c1ccc2c(c1)OCO2)C1COc2cc3ccccc3cc2O1 (stereo not given),i,-1,-3,28,2.5,-0.9,-7,3,2,-8
COc1ccc(NC(=O)CN(c2ccc(OC)cc2)S(=O)(=O)c2ccc(OC)c(OC)c2)cc1,i,-2,5,-2,0.3,-0.7,6,-1,-5,-2
CC(OC(=O)CCCN=C1NS(=O)(=O)c2ccccc21)C(=O)Nc1ccc(F)cc1Cl (stereo not given),i,-4,1,-3,-0.6,0.1,-6,1,1,5
O=C(NCCN1CCCCC1)c1ccc(F)cc1Cl,i,1,2,0,-2.6,0.5,1,-1,-1,7
COc1ccc(-c2nnc(N(C)C(=O)c3ccno3)s2)cc1,i,-12,-5,7,-2.4,-0.3,19,4,-3,-2
CCOC(=O)N1CCN(c2c(NCC3CCCO3)c(=O)c2=O)CC1 (stereo not given),i,82*,-3,4,0.5,-0.3,-11,-1,-3,4
Cn1c(=O)n(CC(=O)NCC2CCCO2)c(=O)c2c3c(sc21)COC(C)(C)C3 (stereo not given),i,-14,1,1,-0.2,0.8,11,-2,0,0
Cc1ccc(-c2noc(-c3cc4ccccc4oc3=O)n2)cc1,i,-5,-5,1,-0.9,-0.6,-15,-2,10,3
C[C@@H]1COC(=O)[C@H](NC(=O)OCC2c3ccccc3-c3ccccc32)C/C=C\C[C@@H](CC(=O)N(CCO)Cc2ccccc2)C(=O)N1,i,4,1,4,6.5,0.4,-11,8,-6,-1
COc1ccc(CNC(=O)C2CCC(=O)N(C3CCCCCC3)C2)c(OC)c1 (stereo not given),i,x,0,2,-0.9,-0.3,-10,0,3,5
C=CCOC(=O)c1[nH]c2c(c1C)C(=O)CC(c1cc(OC)c(OC)c(OC)c1)C2 (stereo not given),i,-12,4,-2,1.2,-0.9,4,0,-3,-2
O=C(COC(=O)c1ccccc1Br)NCC1CCCCC1,i,-5,1,-1,-0.8,-0.2,4,3,4,3
COc1ccc(C(=O)N/N=C(\C)Cn2nc([N+](=O)[O-])cc2C)cc1,i,-7,6,5,0.1,-1.7,-3,-1,0,-9
Cn1c(=O)c2c(ncn2CC(=O)N2CCN(S(=O)(=O)c3ccc(Cl)cc3)CC2)n(C)c1=O,i,64*,2,5,0.3,-0.1,-11,-2,1,1
COc1ccc(N(CC(=O)NCCSC2CCCCC2)S(=O)(=O)c2ccc(C)cc2)cc1,i,9,3,-6,2.2,-0.5,-7,-1,0,-5
Cc1ccc(NC(=O)CN2C(=O)C3CCCCN3C(=O)c3ccccc32)cc1 (stereo not given),i,0,5,6,-1.0,-0.3,2,4,0,-6
Cc1ccccc1NC(=O)Cc1nc(COC(=O)COc2ccc(C(C)(C)C)cc2)cs1,i,-4,-5,2,4.8,-0.2,6,1,12,-1
Cc1cc(NC(=O)c2cccnc2Cl)ccc1NC(=O)c1cc2ccccc2o1,i,-8,5,9,0.7,-0.1,5,-1,-4,3
C=CCOc1ccc(CN(C)CC(O)COc2cccc3ccccc23)cc1 (stereo not given),i,6,-23,-8,0.0,-1.1,1,0,1,2
CCc1cccc2c(N=O)c(O)[nH]c12,i,0,-12,-14,-4.4,-1.1,-13,-2,1,-10
COc1cc(O)c(C(C)=O)c2c1C=CC(C)(C)O2,i,-4,3,-4,1.7,-2.5,2,1,-1,6
CCCc1cnc(N2CCN(C(=O)c3ccc(F)cc3)CC2)nc1,i,-10,3,-6,-0.7,-0.5,-8,0,-1,-1
Cc1c(NC(=O)CN2C(=O)NC3(CCCCC3C)C2=O)cccc1[N+](=O)[O-] (stereo not given),i,-5,-5,3,-0.6,-0.3,0,1,5,-6
COC(=O)c1cccc(COC(=O)c2ccc(N(C)C)cc2)c1,i,-4,0,-5,1.6,-0.4,5,0,-4,-3
O=C(COC(=O)CNC(=O)c1ccc(Cl)c([N+](=O)[O-])c1)NC(=O)CN1CCCC1=O,i,1,-26,3,0.4,0.3,-31,0,2,-6
CCSc1nc(=S)n(-c2ccccc2)c(C)c1C(C)=O,i,9,5,1,-1.2,-1.0,43*,-2,3,-1
CC(=O)N1c2ccc(S(=O)(=O)N3CCC(C(=O)Nc4cccc(C)c4)CC3)cc2CC1C (stereo not given),i,-6,0,2,-1.4,-0.1,4,0,-3,-3

# Ten entries out of the list, sorted by heavy-atom count, ascending:
SMILES,Rpn11 block,Scp1 inh,SUMO1-SIM PPI,NadD inh,LMPTP inh,TbMetRS inhib,PABP1 MLLE inh,STEP block,DNMT1 inh,CSN deneddyl inh
CCc1cccc2c(N=O)c(O)[nH]c12,i,0,-12,-14,-4.4,-1.1,-13,-2,1,-10
COc1cc(O)c(C(C)=O)c2c1C=CC(C)(C)O2,i,-4,3,-4,1.7,-2.5,2,1,-1,6
CCSc1nc(=S)n(-c2ccccc2)c(C)c1C(C)=O,i,9,5,1,-1.2,-1.0,43*,-2,3,-1
COC(=O)c1cccc(COC(=O)c2ccc(N(C)C)cc2)c1,i,-4,0,-5,1.6,-0.4,5,0,-4,-3
CCCc1cnc(N2CCN(C(=O)c3ccc(F)cc3)CC2)nc1,i,-10,3,-6,-0.7,-0.5,-8,0,-1,-1
Cc1c(NC(=O)CN2C(=O)NC3(CCCCC3C)C2=O)cccc1[N+](=O)[O-] (stereo not given),i,-5,-5,3,-0.6,-0.3,0,1,5,-6
Cc1ccc(NC(=O)CN2C(=O)C3CCCCN3C(=O)c3ccccc32)cc1 (stereo not given),i,0,5,6,-1.0,-0.3,2,4,0,-6
Cc1cc(NC(=O)c2cccnc2Cl)ccc1NC(=O)c1cc2ccccc2o1,i,-8,5,9,0.7,-0.1,5,-1,-4,3
O=C(COC(=O)CNC(=O)c1ccc(Cl)c([N+](=O)[O-])c1)NC(=O)CN1CCCC1=O,i,1,-26,3,0.4,0.3,-31,0,2,-6
CC(=O)N1c2ccc(S(=O)(=O)N3CCC(C(=O)Nc4cccc(C)c4)CC3)cc2CC1C (stereo not given),i,-6,0,2,-1.4,-0.1,4,0,-3,-3

# Further compounds
SMILES,Rpn11 block,Scp1 inh,SUMO1-SIM PPI,NadD inh,LMPTP inh,TbMetRS inhib,PABP1 MLLE inh,STEP block,DNMT1 inh,CSN deneddyl inh
Cc1ccc(C(=O)Oc2ccc(-c3nnco3)cc2)o1,i,-6,2,-4,0.5,-0.5,-15,0,-1,5
Cc1cccc(NC(=O)CN2C(=O)S/C(=C\c3ccccn3)C2=O)c1,i,-4,-1,5,1.7,0.3,11,3,12,-2
CCc1nnc(NS(=O)(=O)c2ccc(NC(=S)NC(=O)c3ccncc3)cc2)s1,i,-1,8,0,-2.1,-0.2,26,1,0,4
Cc1c(C(=O)NCc2ccc3c(c2)OCCO3)sc(=O)n1Cc1cccc(C(F)(F)F)c1,i,x,2,-5,3.0,-0.2,4,2,-1,-5
CN(c1ccc(C(=O)Nc2ccc(F)cc2F)cc1)S(=O)(=O)c1ccccc1,i,-7,2,-7,0.8,-0.6,8,0,1,6
NC1=NC(=O)/C(=C\c2cc([N+](=O)[O-])ccc2Cl)S1,i,-1,-9,0,1.7,-1.0,12,-1,2,3
COc1ccccc1-c1nnc2n1N=C(c1ccc(O)c(O)c1)CS2,i,20,14,-2,5.5,-1.1,-7,2,12,0
COc1cc2cnc(-c3cccnc3)cc2cc1OC,i,-8,-7,-4,2.7,0.0,-6,1,8,3
CCCCCc1nnc(NC(=O)c2ccc(=O)n(C)n2)s1,i,-3,-5,-5,-0.7,-0.3,-4,0,3,-7
N#Cc1ccc(C(=O)N2CCCCC2c2cc(C(=O)NCc3ccccc3)no2)cc1 (stereo not given),i,x,1,-5,-1.0,0.2,1,-2,-2,4
O=C(C[n+]1ccccc1)N/N=C/c1ccc(F)cc1,i,-9,-2,-5,0.5,0.8,-10,1,-4,0
C=CCONC(=O)c1cc(OCC(F)(F)F)ccc1OCC(F)(F)F,i,-5,0,10,-0.3,-1.0,-6,3,0,-1
Cc1ccn2cc(C(=O)Nc3nnc(C)s3)nc2c1,i,0,1,2,0.3,0.0,5,3,1,1
c1csc(CCCN2CCCCC2)c1,i,-8,-2,-1,-0.1,-0.1,-2,-4,1,-8

# Compound activity: PubChem, several laboratories
